# Source: PubChem BioAssay (Southern Research Specialized Biocontainment Screening Center)
# influenza NS1A: H1N1 influenza NS1A inhibitors, functional cell based assay (AID 504329) | NS1A functional cell-based assay, percent inhibition; higher % means a stronger effect | inhibition, % at 12.5 µM; hits with a dose series show IC50 in µM | 340,000 tested, 0.3% active; in the data active = a potency from the dose series; inconclusive = inhibition above about 27% without an active follow-up result; note: strong numbers were not always called active
# inhibitors of VEEV: inhibitors of VEEV TC-83 cytopathic effect, confirmation, Vero cells (AID 588727); Vero cells, VEEV TC-83 cytopathic effect inhibition; higher % means a stronger effect; one-dose inhibition, % at 20 µM; IC50 in µM for titrated hits; 350,000 tested, 0.13% active; in the data active = a potency from the dose series; inconclusive = inhibition mostly from about 14% at the one dose, without a potency; inactive = the rest, 99 in 100 with inhibition below about 12%; note: strong numbers were not always called active
# M. tuberculosis HTS: M. tuberculosis growth inhibition, HTS (AID 449762). M. tuberculosis H37Rv growth inhibition, 7H9 media; higher % means a stronger effect. one-dose inhibition, % at 25 µM; IC50 in µM for titrated hits. 330,000 tested, 0.59% active; in the data active = a potency from the dose series; inconclusive = inhibition above about 70% without an active follow-up result;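 note: bacterial growth assessed after seven days of incubation; strong numbers were not always called active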
# tuberculosis growth: growth inhibition of non-replicating M. tuberculosis (AID 488890); Mycobacterium tuberculosis non-replicating, growth inhibition; higher % means a stronger effect; inhibition, % at 25 µM; hits with a dose series show IC50 in µM; 320,000 tested, 0.39% active; in the data active = a potency from the dose series; inconclusive = inhibition mostly from about 82% at the one dose, without a potency; inactive = the rest, 99 in 100 with inhibition below about 76%;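 note: plate controls were DMSO cells for no effect and high antibiotic wells for full effect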
# Salmonella PhoP GFP: PhoP regulon inhibitors, Salmonella typhi PhoP promoter GFP reporter, confirmatory (AID 1850) | Salmonella Typhi PhoP-promoter GFP reporter, fluorescence, 4 h; higher % means a stronger effect | inhibition, % at 50 µM, or IC50 in µM where a hit was titrated | 310,000 tested, 0.33% active; in the data active = a potency from the dose series; inconclusive = inhibition mostly from about 25% at the one dose, without a potency; inactive = the rest, 99 in 100 with inhibition below about 19%;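 note: 0% = induced wells with vehicle and 100% = uninduced wells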
# * marks the source's active call; other numbers are inactive results; i = inactive; ? = inconclusive; · = not tested or not shown.
1: CCCCC(=O)Nc1cc(OC)c(NC(=S)NC)cc1OC
2: COc1cccc(NC(=O)CN(C)C(=O)/C=C/c2cn(-c3ccccc3)nc2-c2cccs2)c1
3: COc1cccc(NC(=O)CCC2CCN(C(=O)c3c(C)noc3C)CC2)c1
4: CSc1nc(-c2ccc(C)cc2)[nH]c1S(=O)(=O)c1ccccc1
5: Nc1ccccc1C(=O)NCCCN1CCN(c2cccc(Cl)c2)CC1
6: CCCC(=O)Nc1ccc(OCC(O)CNC(C)C)c(C(C)=O)c1 (stereo not drawn)
7: CCOC(=O)c1c(NC(=O)COC(=O)CNC(=O)c2ccco2)sc(C)c1C
8: Fc1ccc(CNCCC(Cc2ccccc2)c2ccco2)cc1 (stereo not drawn)

compound no.	1	2	3	4	5	6	7	8
M. tuberculosis HTS	-4.6%	·	7.1%	-3.4%	-0.2%	0.0%	7.3%	3.9%
influenza NS1A	-1.7%	-5.3%	2.6%	6.9%	2.0%	4.0%	42.1%	-10.4%
tuberculosis growth	12.4%	·	-6.1%	11.2%	3.2%	-9.4%	12.3%	?
inhibitors of VEEV	1.4%	9.0%	6.3%	1.0%	i	0.3%	2.5%	i
Salmonella PhoP GFP	3.4%	·	-17.7%	-7.0%	0.2%	-0.9%	-2.9%	2.0%

9: COc1ccc(NC(=O)CSc2nnc(-c3ccccn3)n2N)c(OC)c1
10: O=C1CN(C(=O)CSc2nc3ccccc3c(=O)n2Cc2ccc(F)cc2)c2ccccc2N1
11: COc1ccccc1CCNS(=O)(=O)CCNC(=O)c1ccc2c(c1)OCO2
12: CC1(C)Cc2[nH]c(=O)c(C#N)cc2CS1
13: CC(C)C(=O)N/N=C/c1ccc(OCc2ccccc2)cc1
14: CC(C)NC(=O)CSc1ccccc1C(=O)NNC(=O)Cn1ccc(C(F)(F)F)n1
15: CNC(=O)c1[nH]cnc1C(=O)N[C@@H](Cc1ccccc1)C(=O)OCc1ccccc1
16: CCn1c(SCC(=O)N(C)Cc2ccc(OC)c(F)c2)nc2cc(S(N)(=O)=O)ccc21

compound no.	9	10	11	12	13	14	15	16
M. tuberculosis HTS	-8.5%	-4.0%	-3.9%	-12.3%	9.5%	-3.3%	-6.3%	0.5%
influenza NS1A	7.1%	2.5%	2.9%	3.9%	-6.3%	10.4%	-10.4%	-0.1%
tuberculosis growth	17.4%	44.7%	15.7%	-4.5%	61.1%	-5.4%	51.1%	5.9%
inhibitors of VEEV	2.5%	5.7%	5.8%	0.9%	7.5%	0.0%	0.7%	2.0%
Salmonella PhoP GFP	5.9%	-2.7%	2.4%	-6.3%	-0.8%	-3.3%	4.7%	8.9%

17: CCC(=O)N1CCc2cc(S(=O)(=O)NC(C(=O)Nc3cccc(C)n3)C(C)C)ccc21 (stereo not drawn)
18: Cc1ccc(C)c(S(=O)(=O)N2CCCCC2CCNC(=O)C(=O)NCc2ccccc2)c1 (stereo not drawn)
19: Cc1ccc(S(=O)(=O)N2CCC(=O)N(C(COCc3ccc(C(F)(F)F)cc3)Cc3ccccc3)CC2)cc1 (stereo not drawn)
20: COc1ccc(C(=O)C2CCN(C(=S)NCCc3ccccc3)CC2)cc1
21: O=C(CN1C(=O)c2ccccc2S1(=O)=O)N1CCN(c2ccccc2)CC1
22: COc1cc(NC(=O)CC(C)n2ccnc2)cc(OC)c1 (stereo not drawn)
23: O=C(c1ccccc1/S(=N/S(=O)(=O)c1ccccc1)N1CCOCC1)N1CCOCC1 (stereo not drawn)
24: CCc1c(C)c2cc(Cl)c(O)c(CN3CCCC3)c2oc1=O

compound no.	17	18	19	20	21	22	23	24
M. tuberculosis HTS	0.1%	5.4%	-4.6%	-2.3%	-7.8%	2.9%	-12.7%	7.8%
influenza NS1A	-3.6%	-3.2%	3.3%	-2.5%	-6.5%	-19.2%	-0.7%	14.8%
tuberculosis growth	-15.7%	7.4%	13.1%	21.9%	-0.3%	-9.3%	-11.8%	77.0%
inhibitors of VEEV	1.6%	4.2%	3.3%	2.1%	0.6%	i	i	i
Salmonella PhoP GFP	-2.7%	1.7%	7.2%	5.9%	-16.1%	-3.2%	-1.1%	-13.7%

25: Cc1cc(C(=O)Cn2nnc3ccccc3c2=O)c(C)n1-c1c(C)n(C)n(-c2ccccc2)c1=O
26: Cc1cc2oc3ccc(NCCC4CCCN4C)cc3c(=O)c2cc1C (stereo not drawn)
27: Cc1ccc(N=Cc2nc(-c3ccc(C)cc3)oc2O)cc1
28: Cc1ccc(N=Cc2cc3c(cc2[N+](=O)[O-])OCO3)cc1[N+](=O)[O-]
29: CC(=O)c1cccc(NC(=O)c2cc(-c3ccncc3)nc3ccccc23)c1
30: CC(=CC(=O)c1ccccc1)c1ccccc1
31: Cc1ccc(C)c(N(C)S(=O)(=O)c2ccc3c(c2)oc(=O)n3C)c1
32: COCCNc1nnc(SCC(=O)c2ccc3c(c2)OCO3)s1

compound no.	25	26	27	28	29	30	31	32
M. tuberculosis HTS	-9.8%	46.7%	·	?	10.6%	·	2.9%	-5.1%
influenza NS1A	0.6%	9.0%	3.8%	·	12.2%	-2.2%	-0.6%	0.1%
tuberculosis growth	-0.2%	?	·	41.7%	23.6%	·	0.6%	4.8%
inhibitors of VEEV	i	i	0.4%	1.4%	9.7%	i	0.3%	1.7%
Salmonella PhoP GFP	-12.5%	9.7%	·	-3.8%	·	·	-1.2%	-3.8%

33: CC(C)OCC(O)CN1CCC(Cc2ccccc2)CC1 (stereo not drawn)
34: N=C1/C(=C/c2ccc(OC(=O)c3ccco3)cc2)C(=O)N=C2SC=CN12
35: Cc1ccc(N(C)S(=O)(=O)c2cccc(C(=O)OCC(=O)N3CCCC(C)C3)c2)cc1 (stereo not drawn)
36: NC(=O)N/N=C\c1cccs1
37: Cc1ccc(NC(=O)Cn2nnc(C(=O)NCc3ccccc3)c2N)cc1C
38: Cc1ccc(C)c(N2CCN(S(=O)(=O)c3ccc4c(c3)C(C)(C)C(=O)N4C)CC2)c1
39: O=CC(Br)P(=O)(N1CCOCC1)N1CCOCC1 (stereo not drawn)
40: O=C(/C=C/c1cccs1)c1ccc(NC(=O)c2cccc(Br)c2)cc1

compound no.	33	34	35	36	37	38	39	40
M. tuberculosis HTS	3.6%	?	-0.4%	6.4%	-16.6%	0.2%	3.6%	55.1%
influenza NS1A	-9.3%	8.4%	-11.1%	·	0.1%	8.4%	·	4.2%
tuberculosis growth	-9.5%	5.02µM*	66.2%	-16.5%	-1.3%	19.6%	-7.5%	25.9%
inhibitors of VEEV	0.7%	0.9%	7.0%	0.3%	0.3%	1.5%	9.1%	i
Salmonella PhoP GFP	0.3%	-3.7%	·	-10.3%	9.6%	-6.0%	-5.5%	-13.4%

# Nos. 31–40, quoted:
31: Cc1ccc(C)c(N(C)S(=O)(=O)c2ccc3c(c2)oc(=O)n3C)c1
32: COCCNc1nnc(SCC(=O)c2ccc3c(c2)OCO3)s1
33: CC(C)OCC(O)CN1CCC(Cc2ccccc2)CC1 (stereo not drawn)
34: N=C1/C(=C/c2ccc(OC(=O)c3ccco3)cc2)C(=O)N=C2SC=CN12
35: Cc1ccc(N(C)S(=O)(=O)c2cccc(C(=O)OCC(=O)N3CCCC(C)C3)c2)cc1 (stereo not drawn)
36: NC(=O)N/N=C\c1cccs1
37: Cc1ccc(NC(=O)Cn2nnc(C(=O)NCc3ccccc3)c2N)cc1C
38: Cc1ccc(C)c(N2CCN(S(=O)(=O)c3ccc4c(c3)C(C)(C)C(=O)N4C)CC2)c1
39: O=CC(Br)P(=O)(N1CCOCC1)N1CCOCC1 (stereo not drawn)
40: O=C(/C=C/c1cccs1)c1ccc(NC(=O)c2cccc(Br)c2)cc1

compound no.	31	32	33	34	35	36	37	38	39	40
M. tuberculosis HTS	2.9%	-5.1%	3.6%	?	-0.4%	6.4%	-16.6%	0.2%	3.6%	55.1%
influenza NS1A	-0.6%	0.1%	-9.3%	8.4%	-11.1%	·	0.1%	8.4%	·	4.2%
tuberculosis growth	0.6%	4.8%	-9.5%	5.02µM*	66.2%	-16.5%	-1.3%	19.6%	-7.5%	25.9%
inhibitors of VEEV	0.3%	1.7%	0.7%	0.9%	7.0%	0.3%	0.3%	1.5%	9.1%	i
Salmonella PhoP GFP	-1.2%	-3.8%	0.3%	-3.7%	·	-10.3%	9.6%	-6.0%	-5.5%	-13.4%

# Next section:
41: CC1CN(c2ccnc3cc(Cl)ccc23)CC(C)O1 (stereo not drawn)
42: Cc1ccc(S(=O)(=O)N2CC(O)CC2C(=O)OCc2nc3sc(C)c(C)c3c(=O)[nH]2)cc1 (stereo not drawn)
43: Cc1cccc(-n2ccc(=O)c(C(=O)Nc3ccc(S(=O)(=O)N4CCOCC4)cc3)n2)c1
44: COC(=O)C1=C(C)NC(=S)NC1c1ccc(-c2cccc(Cl)c2)o1 (stereo not drawn)
45: Cn1cccc1/C=N/NC(=O)c1cccs1
46: CC1CC(=O)C2=C(C1)OC(N)=C(C#N)C2c1coc2ccccc2c1=O (stereo not drawn)
47: Cc1cc(Cl)ccc1OCc1n[nH]c(=S)n1C1CCCCC1
48: Cc1ccc(S(=O)(=O)N(c2cc(Cl)c(O)c(Cl)c2)P(=O)(OC(C)C)OC(C)C)cc1

compound no.	41	42	43	44	45	46	47	48
M. tuberculosis HTS	4.5%	1.0%	8.2%	-13.6%	-3.0%	7.3%	1.7%	3.0%
influenza NS1A	5.2%	-9.6%	3.2%	-1.9%	-0.3%	-0.2%	-6.3%	-5.9%
tuberculosis growth	0.8%	65.8%	-5.2%	37.5%	?	15.1%	-2.2%	11.9%
inhibitors of VEEV	1.0%	1.8%	1.9%	0.0%	5.7%	i	2.5%	0.7%
Salmonella PhoP GFP	12.8%	-3.4%	8.4%	-20.9%	13.1%	-8.0%	-6.7%	1.3%

49: O=C(COc1ccc2ccccc2c1)Nc1nccs1
50: CCNC(=O)N1CCN(C(=O)NCC)CC1
51: COc1cccc(CC(=O)Nc2ccc3c(c2)CCC3)c1
52: O=C(Nc1nc2ccccc2s1)c1ccc(OCC2CCCO2)cc1 (stereo not drawn)
53: O=C(CCC(=O)N/N=C/c1cc(Cl)cc(Cl)c1O)NCc1ccccc1
54: COc1ccc(CCNC(=O)CSc2nn(-c3ccccc3)c(=S)s2)cc1
55: Cc1ccc(OCCNC(=O)CCc2nc3sc4c(c3c(=O)[nH]2)CCCC4)cc1
56: O=C1N=C(N2CCOCC2)S/C1=C\C=C/c1ccccc1

compound no.	49	50	51	52	53	54	55	56
M. tuberculosis HTS	?	-10.3%	-4.0%	42.8%	16.8%	-1.5%	-4.6%	6.6%
influenza NS1A	7.1%	8.6%	-0.6%	1.2%	8.0%	10.7%	-1.6%	3.9%
tuberculosis growth	5.88µM*	-11.3%	41.7%	70.4%	71.3%	59.4%	12.9%	20.4%
inhibitors of VEEV	0.4%	1.3%	0.6%	8.9%	0.3%	i	i	2.2%
Salmonella PhoP GFP	46.3%	-6.0%	11.5%	-3.0%	5.8%	-1.6%	-8.9%	-7.3%

57: O=C(COC(=O)c1cc[n+]([O-])cc1)Nc1cccc(Cl)c1Cl
58: N#Cc1cn(CC(=O)NCc2cccnc2)c2ccccc12
59: COc1cc(/C=N/NC(=O)CCn2c3ccccc3c3ccccc32)ccc1O
60: CN(CC(=O)Nc1ccc(Cl)c(C(F)(F)F)c1)C(=O)c1ccc(N2CCOCC2)c([N+](=O)[O-])c1
61: CC(Oc1ccc2ccc(=O)oc2c1)C(=O)NCCN1CCOCC1 (stereo not drawn)
62: C/C=C/C(=O)OCC(=O)NC(=O)NC(C)C
63: CCC(C)NC(=O)C1(C)CCC(=O)N1Cc1ccccc1OC (stereo not drawn)
64: O=C(CN(CC1CCCO1)C(=O)CNS(=O)(=O)c1ccc(F)cc1)NC1CCCC1 (stereo not drawn)

compound no.	57	58	59	60	61	62	63	64
M. tuberculosis HTS	2.3%	-7.5%	-4.0%	69.7%	5.3%	-11.0%	-13.7%	-2.8%
influenza NS1A	-14.2%	-3.9%	2.1%	7.9%	-6.5%	3.9%	-25.2%	9.3%
tuberculosis growth	2.9%	4.7%	9.4%	14.0%	-7.1%	-17.4%	14.1%	-17.0%
inhibitors of VEEV	0.4%	i	0.5%	8.3%	i	0.9%	i	0.2%
Salmonella PhoP GFP	-14.9%	4.4%	-3.3%	3.3%	7.0%	9.7%	2.2%	1.8%
